Assay outcomes deposited in PubChem by several laboratories.
MBD2 DNA inh = inhibitors of human MBD2 binding to methylated oligonucleotide; Q9UBB5; TR-FRET; inhibition, % at 4.4 µM; hit rate 0.31% among 370,000; AID 686964; in the data active = inhibition above about 13%
Target sequence (Q9UBB5 whole entry, looked up): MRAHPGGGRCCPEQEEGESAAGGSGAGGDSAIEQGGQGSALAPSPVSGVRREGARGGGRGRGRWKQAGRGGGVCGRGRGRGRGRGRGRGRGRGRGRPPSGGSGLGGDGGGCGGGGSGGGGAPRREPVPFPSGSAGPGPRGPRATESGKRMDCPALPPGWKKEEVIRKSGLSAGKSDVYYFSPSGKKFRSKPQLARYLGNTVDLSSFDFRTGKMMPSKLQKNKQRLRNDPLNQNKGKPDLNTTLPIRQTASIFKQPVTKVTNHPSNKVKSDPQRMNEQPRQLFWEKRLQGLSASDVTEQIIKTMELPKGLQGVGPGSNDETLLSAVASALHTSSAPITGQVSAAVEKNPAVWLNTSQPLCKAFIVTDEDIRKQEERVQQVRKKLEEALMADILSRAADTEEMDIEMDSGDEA
SIAE primary = blocks human sialic acid acetylesterase; AID 1053197; hit rate 0.69% among 370,000; inhibition, % at 9.66 µM; SIAE FP-Rh probe binding, fluorescence polarization;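 active = inhibition above a cutoff: mean of compounds within the control limits plus 3 SD of those, cut at about 17% in these data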;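 note: 0% = plate median of compound wells and 100% = probe without SIAE protein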
PRMT1 FP inh = blocks human protein arginine methyltransferase 1. recombinant PRMT1, activity-based probe fluorescence polarization. inhibition, % at 2.79 µM. hit rate 1.3% among 370,000. Q99873;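 active = inhibition above about 21% made by adding two undisclosed values, limit read from the data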
LEDGF integ inh = blocks HIV-1 LEDGF/p75-dependent DNA integration; TR-FRET IN-LEDGF/p75 DNA integration, Eu/Cy5; inhibition, % at 3.7 µM; hit rate 0.64% among 370,000;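 active = inhibition above the screen-wide mean plus 3 SD, cut at about 13% in these data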;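 note: signal is the Cy5 over europium emission ratio at 671 and 618 nm; 0% = plate median of compound wells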
TCR-CD3 inh = human TCR-CD3 binding inhibition. inhibition, % at 9.4 µM. hit rate 0.37% among 360,000. TAMRA-labeled TCR probe fluorescence, biochemical; in the data active = inhibition above about 19%;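 note: recombinant mutant TCR 2C K166C tagged with TAMRA read by polarization; 0% = receptor in buffer alone and 100% = receptor with positive control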
mABHD4 FP = inhibitors of mouse ABHD4; Q8VD66; purified mABHD4, FP-Rh probe fluorescence polarization; inhibition, % at 8.92 µM; hit rate 0.54% among 370,000;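 active = inhibition exceeding the mean over every tested compound plus 3 SD, cut at about 30% in these data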;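 note: 0% = plate median of compound wells and 100% = S159A mutant with DMSO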
Target sequence (Q8VD66 whole entry, looked up): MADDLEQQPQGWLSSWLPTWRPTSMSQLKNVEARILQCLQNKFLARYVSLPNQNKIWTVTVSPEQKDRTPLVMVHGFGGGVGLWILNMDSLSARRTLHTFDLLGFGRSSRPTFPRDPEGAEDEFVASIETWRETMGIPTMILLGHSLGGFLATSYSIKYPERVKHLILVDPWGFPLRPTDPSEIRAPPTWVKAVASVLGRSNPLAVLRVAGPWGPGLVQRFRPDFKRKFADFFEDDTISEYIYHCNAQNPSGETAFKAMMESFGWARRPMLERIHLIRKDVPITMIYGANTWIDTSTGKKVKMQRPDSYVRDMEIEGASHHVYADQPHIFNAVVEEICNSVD
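Test system: mouse ABHD4 enzyme, wild type. Reagent: FP-Rh fluorescent activity-based probe, added after compound pre-incubation. Timing: pre-incubation 45 min, probe exposure 60 min, at 25 °C. Technique: FP readout, ex 525 nm / em 598 nm. Benchmarks: high control S159A mutant with DMSO, low control median of compound wells.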
rCAG binder = binds r(CAG) RNA repeats. AID 651821. inhibition, % at 3 µM. r(CAG) RNA repeat, TO-PRO-1 dye displacement fluorescence. hit rate 1.3% among 370,000;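 active = inhibition above the plate cutoff, the mean of all test compounds on that plate plus 3 SD, cut at about 35% in these data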;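 note: 0% = DMSO alone and 100% = 100 µM mitoxantrone as full dye displacement; higher means more dye released from RNA so lower well fluorescence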
NPR2 activator = GC-B (human) receptor activation | AID 1920062 | hit rate 0.11% among 370,000 | HEK293-GC-B cells, CNP EC30, cGMP TR-FRET; 0% at EC30 CNP, 100% saturating CNP | activation, % at 10 µM | P20594;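 active = activation at 10 µM reaching about 35% in either raw or pattern-adjusted values, limit read from the data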
TDP2 absorb = blocks human TDP2 phosphodiesterase activity; AID 720702; O95551; inhibition, % at 12.8 µM; hit rate 0.34% among 370,000; recombinant TDP2, T5PNP hydrolysis, p-nitrophenol absorbance 415 nm;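 active = inhibition above the mean of all tested compounds plus 3 SD, set per campaign, cut at about 25% in these data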;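 note: 0% = DMSO with enzyme and 100% = buffer with substrate but no TDP2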
Target sequence (O95551 whole entry, looked up): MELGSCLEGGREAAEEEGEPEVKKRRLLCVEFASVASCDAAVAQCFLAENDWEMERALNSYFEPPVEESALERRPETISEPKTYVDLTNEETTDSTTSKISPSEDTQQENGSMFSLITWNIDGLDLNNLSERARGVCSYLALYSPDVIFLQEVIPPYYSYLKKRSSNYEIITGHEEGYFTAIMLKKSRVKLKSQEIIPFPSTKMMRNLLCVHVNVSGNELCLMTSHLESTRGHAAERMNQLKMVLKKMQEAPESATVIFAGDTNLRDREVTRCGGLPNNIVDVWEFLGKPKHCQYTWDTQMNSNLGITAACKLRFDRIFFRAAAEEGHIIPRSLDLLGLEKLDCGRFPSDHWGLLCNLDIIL
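Assay system: recombinant human TDP2 / Reagent: T5PNP substrate at 5 mM, a TopII-DNA adduct mimic / Measured by: epi absorbance from released p-nitrophenol / Evaluation: % inhibition relative to enzyme-containing and enzyme-free wells / Control set: enzyme-free and DMSO wells / Replicates: each compound tested once, singlicate / Schedule: enzyme reaction with compound for 2 h at 37 °C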
HTRA1 inh = blocks human HTRA1 serine peptidase. Q92743. recombinant HTRA1, FP-rhodamine activity-based probe, fluorescence polarization. inhibition, % at 5.96 µM. hit rate 0.5% among 340,000; in the data active = inhibition above about 36%;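 note: 0% = enzyme with DMSO and 100% = wells lacking enzyme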
* marks the source's active call; other numbers are inactive results; · = no result given. This is a subset; count on the stated rates, not on these rows.

SMILES	MBD2 DNA inh	SIAE primary	PRMT1 FP inh	LEDGF integ inh	TCR-CD3 inh	mABHD4 FP	rCAG binder	NPR2 activator	TDP2 absorb	HTRA1 inh
O=C(Nc1cccc2ccccc12)c1ccc(Br)o1	1.2	2.8	2.6	2.9	4.2	-1.7	1.4	1.6	-3.0	-7.8
COc1ccc(OC)c(NC(=O)CSc2nncc3ccccc23)c1	-0.4	9.6	-0.6	-2.2	4.1	0.4	-3.2	0.6	-3.0	6.1
O=S(=O)(Nc1cccc(-n2cnnn2)c1)c1cc(Br)ccc1Br	-0.2	-3.0	1.3	-1.1	-0.2	-1.6	36.1*	1.8	9.9	2.8
COC(=O)[C@@]1(C)[C@H]2C(=O)N(Cc3ccccc3)C(=O)[C@H]2[C@H]2CN=C(SC)N21	0.6	7.3	4.1	4.9	-4.8	4.1	-0.3	2.0	6.0	9.5
Cc1cc(=O)oc2cc(OC(C)C(=O)NCc3ccccn3)ccc12 (stereo unspecified)	1.7	-1.8	2.6	-2.1	-4.0	12.4	-2.8	-1.4	9.8	1.2
N#Cc1ncccc1CCc1cccc(Cl)c1	2.3	-4.8	-0.7	-3.9	6.3	-1.8	-4.6	-1.2	-4.0	-4.4
Cc1ccc(/C=C2\OC(=O)c3ccccc32)cc1	1.0	-12.6	-0.6	0.5	-3.0	-1.0	4.9	-2.4	10.7	-13.8
O=C(NCc1cccc(C(F)(F)F)c1)c1csc(COCCO)n1	1.8	-0.5	-1.1	-0.5	0.3	6.2	0.1	5.4	2.7	·
Cc1ccccc1-c1nnc(SCC(=O)N(C)C2CCS(=O)(=O)C2)n1C (stereo unspecified)	-0.3	1.0	-1.0	-2.2	1.7	-3.6	0.9	3.2	11.2	-0.8
COc1ccccc1N1CCN(C(=O)c2cc3cc(Br)ccc3oc2=O)CC1	-1.4	-5.9	-7.5	2.8	9.6	-3.4	1.6	-1.9	-3.0	-5.0
CC1CCCCN1Cc1ccc(-c2nn[nH]n2)cc1 (stereo unspecified)	-0.7	-4.3	-0.2	0.4	0.0	3.0	0.8	-3.2	-9.7	3.1
COc1cc(CCC(=O)OCC(N)=O)cc(OC)c1OC	-0.1	8.8	-3.9	10.1	3.7	0.8	0.6	-0.2	-9.0	-4.0
O=C(CSc1nnc(-c2cccc(S(=O)(=O)N3CCOCC3)c2)n1C1CCCCCC1)NCc1ccccc1	2.2	4.1	1.7	1.8	-0.9	-5.1	0.9	-5.2	-8.3	-1.4
O=C(NCC(=O)N1CCN(c2ccccc2)CC1)c1cccs1	-4.5	-8.1	-2.8	0.7	7.1	0.1	-1.7	1.1	6.6	1.6
CSc1ccc(S(=O)(=O)NCCSc2ccccn2)cc1	3.2	2.2	2.3	-2.6	4.7	-4.5	-3.1	5.1	4.9	0.4
CNC(=O)CN1C(=O)c2cccc3cccc1c23	-4.0	-2.2	-2.5	-1.7	-1.9	4.5	-0.2	-5.8	2.9	4.2
Cc1ccccc1NC(=S)NCCSc1ccc(Cl)cc1	1.0	-1.7	-4.2	3.9	-3.8	-20.9	5.4	-2.1	-7.3	-17.1
CC(=O)OCC(=O)Nc1ccc(Cl)cc1Cl	-0.9	-5.1	-0.3	-0.4	1.0	6.3	5.1	-5.8	-9.7	-0.3
CN(C)c1ccnc(-n2cccc2/C=N/O)c1C#N	0.2	4.9	-4.7	2.5	-0.1	-0.9	0.4	-3.2	-6.7	·
CCNC(=O)c1cnn(-c2ccccc2)c1-c1ccccc1	5.0	-14.4	-2.6	3.3	9.0	-6.8	-1.7	0.5	-21.8	2.9
CC(=O)c1cc(-c2ccccc2)n(CC(=O)N2CCCC2)c1C	2.2	0.1	-0.8	0.3	4.4	-5.0	-3.0	5.2	-10.2	-4.6
CCOC(=O)/C(C#N)=C/c1c[nH]c2ccccc12	-2.5	0.4	-2.2	0.1	5.8	-9.7	0.2	-4.4	-8.2	-24.0
Cn1c(=O)oc2ccccc2c1=O	-0.7	0.7	-1.4	2.8	-6.4	4.1	0.8	1.9	-11.1	3.8
CC(=O)OCC(=O)N1CCN(C(=O)C(=O)c2cccc(C(F)(F)F)c2)CC1	1.1	2.9	0.6	-3.8	3.4	0.1	0.1	6.0	-4.9	·
COc1ccc(CC(=O)Nc2oc(-c3ccccc3)c(-c3ccccc3)c2C#N)cc1OC	-0.4	-3.5	-1.5	0.6	-0.5	-13.7	19.7	3.3	7.3	-29.6
O=C(COC(=O)CCC(=O)c1cccs1)NCCc1ccccc1	2.8	-2.5	3.8	0.8	-2.4	-6.4	5.5	-2.3	-0.1	1.1
CCOC(=O)N1CCN(c2cc(=O)n(-c3ccc(C)cc3)c(=O)[nH]2)CC1	-3.0	-0.8	-1.8	8.2	-8.1	6.1	3.3	-8.7	-12.4	-3.8
N[C@@H](Cc1ccccc1)c1nnc(SC/C=C/c2ccccc2)o1	1.0	-0.9	2.7	0.1	-3.3	-2.4	-3.4	-6.0	-0.8	-6.3
O=C(NCCN1CCCCC1)Nc1cccc(Cl)c1Cl	-6.0	0.5	-1.2	-0.1	-4.2	-5.3	-2.9	2.9	0.9	-10.3
Cc1ccc(C(=O)NC(=S)Nc2cc(-c3nc4ccccc4s3)ccc2C)cc1	-2.1	0.2	-4.2	0.7	-4.9	3.5	2.1	-0.2	10.7	-10.3
COc1ccccc1NC(=O)COC(=O)CNC(=O)c1ccc(OC)c(OC)c1	-0.6	-1.6	-1.6	-3.1	-6.0	7.1	0.3	-2.2	-11.9	4.2
CCN1CCN(C(=O)c2ccccc2N(Cc2ccccc2)S(=O)(=O)c2ccc(OC)cc2)CC1	-1.9	-0.7	2.7	3.1	-7.9	-1.6	-9.1	-4.5	-4.0	-0.4
CCc1ccc(/C=N/NC(=O)Cc2cccn2C)cc1	-6.0	8.5	10.9	2.1	-4.2	5.3	5.2	0.8	3.6	-3.6
Cc1cccc(NC(=S)NC(=O)Cc2ccccc2)c1C	-6.4	2.0	0.7	-6.1	2.9	-6.2	-2.3	2.9	-4.9	-14.9
CCc1nc2ccc(C(=O)NCc3ccccc3OC)cn2c1N(CC)CCOC	-1.0	-3.4	1.0	3.0	-0.3	2.6	-1.3	9.1	1.5	·
COc1ccc(C2(O)CCN(C(=O)Cc3cccnc3)CC2)cc1	-5.1	4.2	-0.3	-1.2	0.6	1.2	-4.0	1.6	-0.6	-5.6
Cc1ccc(C(=O)N2CCCCCC2)cc1S(=O)(=O)Nc1ccccc1	7.8	4.1	3.9	-0.1	-3.2	5.8	-3.8	-0.3	-1.5	13.0
Cc1nc2c(-c3ccccc3)c[nH]n2c(=O)c1Cc1ccccc1	5.1	-0.8	1.1	-1.6	8.6	1.1	4.0	3.3	-9.2	3.7
C=Cc1ccc(Cn2c(C)c(C(=O)NCc3ccc4c(c3)OCO4)sc2=O)cc1	0.3	-10.2	-1.6	-3.4	6.6	-7.4	2.0	5.3	-3.1	·
Cc1ccccc1CNC(=S)OC1CCC12CCC(c1ccccc1)CC2 (stereo unspecified)	2.7	-0.4	5.8	-2.5	·	-17.5	4.3	-2.1	11.4	·
COc1ccc(S[C@]2(C(=O)N3CCN(c4ncccn4)CC3)CC(=O)N(C(=O)C3CC3)[C@@H]2c2ccc(OC)cc2)cc1	-3.9	-2.6	-2.9	4.2	·	1.3	13.9	-2.2	-0.5	·
CCC[C@@H]1CCCO[C@@](C(=O)NCCN2CCOCC2)(C(F)(F)F)C1	-5.3	-2.5	-0.3	-2.2	6.8	-4.4	-5.6	1.0	-7.5	4.6
CN1CCC(=O)N(CCSc2ccccc2)CC1	-4.4	4.1	-0.4	-0.3	-1.7	6.7	-4.1	3.2	-2.7	-0.3
C#Cc1cccc(NC(=O)CSc2nnc(-c3ccc(C(F)(F)F)cn3)o2)c1	-5.0	2.9	-9.1	5.6	1.8	1.4	3.9	-6.7	9.0	3.5
CCSC1=N/C(=C\c2ccc(-c3ccccc3[N+](=O)[O-])o2)C(=O)S1	-4.1	11.1	14.8	0.6	-3.0	37.1*	20.0	-5.5	3.8	14.4

Reformatted with two lines to a compound: entries from further up
The line under a structure holds: MBD2 DNA inh	SIAE primary	PRMT1 FP inh	LEDGF integ inh	TCR-CD3 inh	mABHD4 FP	rCAG binder	NPR2 activator	TDP2 absorb	HTRA1 inh
> Cc1cccc(NC(=S)NC(=O)Cc2ccccc2)c1C
    -6.4	2.0	0.7	-6.1	2.9	-6.2	-2.3	2.9	-4.9	-14.9
> CCc1nc2ccc(C(=O)NCc3ccccc3OC)cn2c1N(CC)CCOC
    -1.0	-3.4	1.0	3.0	-0.3	2.6	-1.3	9.1	1.5	·

Later entries.
SMILES	MBD2 DNA inh	SIAE primary	PRMT1 FP inh	LEDGF integ inh	TCR-CD3 inh	mABHD4 FP	rCAG binder	NPR2 activator	TDP2 absorb	HTRA1 inh
O=C(O)c1nnn(-c2ccc([N+](=O)[O-])cc2)c1-c1ccccc1	2.5	3.0	-2.7	1.5	-5.2	1.0	2.4	-6.6	-16.7	1.2
Cc1occc1-c1nnc(SCC(=O)c2ccc3c(c2)OCCO3)n1CC1CCCO1 (stereo unspecified)	-1.8	-1.2	2.2	6.8	1.7	-2.9	2.1	3.4	12.9	-3.5
CCOC(=O)C(=O)Nc1nnc(COc2ccccc2)s1	2.4	11.2	-3.1	2.5	0.7	2.2	0.6	6.5	-5.5	4.7
COc1ccc2c(c1OC)C(=O)N1C2SC[C@H]1C(=O)NC1CC1 (stereo partly specified)	3.1	-0.7	9.6	-5.0	5.0	0.3	1.7	-0.5	-1.5	0.6
O=C1CC(c2ccc(O)c(O)c2)Oc2cc(O)cc(O)c21 (stereo unspecified)	0.3	8.1	-4.0	13.5*	11.1	23.2	6.6	-10.8	1.5	26.6
C[C@@H]1CN(S(=O)(=O)c2c(F)cccc2F)CCN1S(=O)(=O)c1ccc2c(c1)OCCO2	-0.2	-0.4	-0.6	-0.8	4.4	-2.3	-1.1	-0.7	1.8	-3.9
Cc1ccc(NC(=O)N2CCC(C(=O)NCC(C)C)CC2)cc1	0.5	-4.5	-0.9	-0.2	3.4	-0.8	-2.2	6.0	2.1	3.5

Profiles from above. Screens in order: MBD2 DNA inh | SIAE primary | PRMT1 FP inh | LEDGF integ inh | TCR-CD3 inh | mABHD4 FP | rCAG binder | NPR2 activator | TDP2 absorb | HTRA1 inh
`O=C1CC(c2ccc(O)c(O)c2)Oc2cc(O)cc(O)c21` (stereo unspecified) in the list: 0.3 | 8.1 | -4.0 | 13.5* | 11.1 | 23.2 | 6.6 | -10.8 | 1.5 | 26.6
`CCOC(=O)C(=O)Nc1nnc(COc2ccccc2)s1` in the list: 2.4 | 11.2 | -3.1 | 2.5 | 0.7 | 2.2 | 0.6 | 6.5 | -5.5 | 4.7
`O=C(O)c1nnn(-c2ccc([N+](=O)[O-])cc2)c1-c1ccccc1` in the list: 2.5 | 3.0 | -2.7 | 1.5 | -5.2 | 1.0 | 2.4 | -6.6 | -16.7 | 1.2
`C[C@@H]1CN(S(=O)(=O)c2c(F)cccc2F)CCN1S(=O)(=O)c1ccc2c(c1)OCCO2` in the list: -0.2 | -0.4 | -0.6 | -0.8 | 4.4 | -2.3 | -1.1 | -0.7 | 1.8 | -3.9
`Cc1occc1-c1nnc(SCC(=O)c2ccc3c(c2)OCCO3)n1CC1CCCO1` (stereo unspecified) in the list: -1.8 | -1.2 | 2.2 | 6.8 | 1.7 | -2.9 | 2.1 | 3.4 | 12.9 | -3.5
